# Screens as filed in PubChem BioAssay.
# H9c2 TAG inh: triacylglycerol accumulation inhibition | actives 0.66% (n = 230,000) | AID 651582 | inhibition, % at 12.5 µM | H9c2 cells, Nile Red lipid (TAG) fluorescence; cells loaded with 200 µM oleic acid;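 active means pattern-corrected inhibition of lipid staining of at least 50% with the nuclear-stain viability signal not falling by more than 50%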;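 further: 0% = DMSO wells and 100% = triacsin C control wells; some results filed as inactive read as strong as hits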
# H9c2 TAG inh DAPI viability: recorded beside H9c2 TAG inh, whose call it bears; DAPI nuclei signal change (viability), lower = more cytotoxic, %;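 whole-well DAPI fluorescence read on a plate reader as a viability signal; minus 50 percent equals half of cells still viable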
# Starred values were filed as active, the others as inactive. A portion of the library (hit frequency here may not be typical).
SMILES | H9c2 TAG inh | H9c2 TAG inh DAPI viability
CC(C)=NOc1nc(N2CCOCC2)nc(N2CCOCC2)n1 | 3 | -1
CCN(C(=O)CSc1nc2ccc(OC)cc2[nH]1)c1c(N)n(Cc2ccccc2)c(=O)[nH]c1=O | 20 | -17
C[C@@H]1COC(=O)[C@@H](Cc2ccc(F)cc2)C/C=C\C[C@H](CC(=O)N(CCO)Cc2ccccc2)C(=O)N1 | 22 | -6
O=C(O)c1ccc(-c2noc(-c3ccc(F)cc3)n2)cc1 | -3 | -2
COc1ccc(NC(=O)CN(C)CC(=O)Nc2cccc(F)c2)cc1S(=O)(=O)N1CCCCC1 | -10 | -3
Fc1ccccc1CSc1ccc(-c2ccco2)nn1 | -22 | 4
COc1ccc(OCCCN2CCCCCC2)cc1 | -8 | 8
CS(=O)(=O)c1ccc(Cl)c(NC(=O)CSC(=S)N2CCCC2)c1 | -7 | -6
O=C1OCCN1C(=O)[C@H]1[C@H](c2ccc([N+](=O)[O-])cc2)C(c2cccc(Cl)c2)=NN1c1ccc(Br)cc1 | -8 | 6
CC(C)Cc1nnc(NC(=O)CN2C(=O)c3ccccc3C2=O)s1 | 3 | -13
COCCN(C(=O)CSc1nnc(-c2cccc(C)c2)n1C)c1c(N)n(Cc2ccccc2)c(=O)[nH]c1=O | -10 | -1
CC(C)(C)n1nnnc1C(c1cccc(C#N)c1)N1CCCCCC1 (stereo not drawn) | -26 | -13
CCc1nc2c(OCc3ccc(Cl)cc3)cccn2c1N(C)C(=O)c1ccco1 | -26 | 11
Cc1ccc(-c2ccccc2)n1-c1cccc(C(=O)O)c1 | 1 | 5
Cc1ccc(C(=O)NCc2ccco2)cc1S(=O)(=O)N1CCCC1 | 5 | -7
N=C1CCCN1CC(=O)c1cccs1 | 14 | -8
CC(C)c1cc(-c2cc(-c3ccccc3)on2)nc(NC2CCCC2)n1 | 4 | 3
CCOc1ccc(S(=O)(=O)N2CCCC(C(=O)NCC3CCCO3)C2)cc1 (stereo not drawn) | -1 | -4
CCn1c(N2CCN(C(=O)C34CC5CC(CC(C5)C3)C4)CC2)nc2ccccc21 | 5 | 10
O=C(COc1coc(CN2CCc3ccccc32)cc1=O)Nc1ccccc1 | -5 | 0
Cc1ccc(Cn2cc(SCC(=O)Nc3nccs3)c3ccccc32)cc1 | 10 | -5
CCC(CC)C(=O)c1c[nH]c(C(=O)NCCc2ccccn2)c1 | 18 | -14
Fc1cnc(N/N=C/c2ccc(-c3ccc(Br)cc3)o2)nc1N1CCOCC1 | 9 | -10
O=C(N/N=C/c1c(Cl)cccc1Cl)c1ccc(-n2cnnn2)cc1 | -17 | 3
Cc1ccc(CN2CC(C(=O)NCC(=O)Nc3c(C)cccc3C)CC2=O)cc1 (stereo not drawn) | -2 | 1
CCCNC(=O)NNC(=O)c1cc(-c2ccc3c(c2)OCO3)nc2ccccc12 | 3 | 1
CCN(c1ccccc1)S(=O)(=O)c1cc(C(=O)NCC(c2ccco2)N2CCCCC2)ccc1C (stereo not drawn) | 11 | -2
CCN(CC(=O)Nc1ccc(OC)cc1)CC(=O)Nc1sc2c(c1C(=O)OC)CCCC2 | -5 | -2
Cc1nc(Oc2ccccc2)c2oc3ccccc3c2n1 | -14 | 12
O=C(Nc1ccc(Br)cc1)c1csc(-c2ccncc2)n1 | -18 | -8
CN1C(=O)c2cccc(NC(=O)Cc3ccccc3)c2C1=O | 10 | -4
COC(=O)c1ccc(NC(=O)COC(=O)C2=NN(c3ccccc3)C(=O)CC2)cc1 | -4 | 2
COC(=O)c1ccc(NC(=O)COc2ccc([N+](=O)[O-])cc2)cc1 | -2 | -5
CCCCN(C(=O)Cn1nnc2ccccc21)C(C(=O)NCCOC)c1cccs1 (stereo not drawn) | -13 | 9
CCn1cc(S(=O)(=O)N2CCCC2)cn1 | 9 | 2
CCOCCCNC(=O)C(NC(=O)c1cnccn1)c1ccc(C)cc1 (stereo not drawn) | -11 | 8

# Random excerpt: 5 entries already listed, in no set order.
SMILES | H9c2 TAG inh | H9c2 TAG inh DAPI viability
COC(=O)c1ccc(NC(=O)COC(=O)C2=NN(c3ccccc3)C(=O)CC2)cc1 | -4 | 2
Cc1ccc(CN2CC(C(=O)NCC(=O)Nc3c(C)cccc3C)CC2=O)cc1 (stereo not drawn) | -2 | 1
CCn1cc(S(=O)(=O)N2CCCC2)cn1 | 9 | 2
O=C(Nc1ccc(Br)cc1)c1csc(-c2ccncc2)n1 | -18 | -8
CCN(c1ccccc1)S(=O)(=O)c1cc(C(=O)NCC(c2ccco2)N2CCCCC2)ccc1C (stereo not drawn) | 11 | -2

# Next section:
SMILES | H9c2 TAG inh | H9c2 TAG inh DAPI viability
Cc1ccc(S(=O)(=O)N2[C@@H](c3cccc(Cl)c3)C(C(=O)O)=CC[C@H]2c2ccc(Cl)c(Cl)c2)cc1 | 7 | -4
CCOc1ccc(OCC(=O)OC(C)C(=O)Nc2ccc(Cl)cn2)cc1 (stereo not drawn) | -15 | 8
COCCn1c(SCc2nc3sc(C(=O)OC)c(C)c3c(=O)[nH]2)nc2ccccc21 | 12 | 0
C/C=C/n1ccnc1CC(O)(c1ccccc1)c1ccc(C)cc1 (stereo not drawn) | -3 | 4
O=C(c1cc(-c2cccc3ccccc23)nc2ccccc12)N1CCN(CCO)CC1 | -1 | 13
O=C1CCN(Cc2cccnc2)CCN1[C@H](CO)c1ccccc1 | 3 | -7
COc1ccc(CCN=C(N)NS(=O)(=O)c2ccc(F)cc2)cc1 | -18 | -1
Cc1ccc2oc(C(=O)N3CCN(CC(=O)NC(C)C)CC3)c(C)c2c1 | 2 | 1
Cc1ccc(Sc2ccc(S(=O)(=O)Nc3ccc(C(=O)O)cc3)cc2)cc1C | 9 | -11
CCc1ccc2c(c1)c(N=NC1=NC(=O)CS1)c(O)n2CC | 10 | -2
COc1cccc(N2CCN(C(=O)c3c(C)nn(-c4ccccc4)c3C)CC2)c1 | -8 | 1
COC(=O)[C@@]1(C)[C@H]2C(=O)N(C)C(=O)[C@H]2[C@H]2CN(C)C(=NC3CCCCC3)N21 | -3 | -7

# (next part)
# Under each structure – H9c2 TAG inh, H9c2 TAG inh DAPI viability
COc1cccc2c3c(c(C)nc12)CC(C)O3 (stereo not drawn)
→ -8, 9
CCCCN(C(=S)Nc1cccc(C)c1C)c1c(N)n(CCC)c(=O)[nH]c1=O
→ -1, 0
CC1Oc2ccccc2C=C1/C=C1/SC(N2CCOCC2)=NC1=O (stereo not drawn)
→ -3, -2
Cc1ccc(NC(=O)Cc2c(F)cccc2Cl)cc1S(=O)(=O)N1CCOCC1
→ -11, 3
Cc1sc(-c2ccccn2)nc1OC(=O)c1ccc(Cl)c(Cl)c1
→ 5, -3
COc1ccc(N2CCN(C(=O)/C=C/c3ccco3)CC2)cc1
→ -17, 4
O=C(O)C1Cc2ccccc2CN1C(=O)CSc1nnc2ccccn12 (stereo not drawn)
→ 2, 1
CCOC(=O)c1nc(C)sc1-c1ccnn1S(=O)(=O)c1ccc(C)cc1
→ 8, 1
Cc1ccc(C(=O)N2CCN(c3ccc(NC(=O)c4cccs4)cc3)CC2)cc1
→ 1, 10
CC[N+]1(C)[C@@H]2CC[C@H]1CC(OC(=O)[C@H]1CCC(C(=O)OC3C[C@H]4CC[C@@H](C3)[N+]4(C)CC)(c3ccccc3)c3ccccc31)C2 (stereo partly drawn)
→ 1, -4
CC(Sc1ccc(S(=O)(=O)N2CCN(C)CC2)cn1)C(=O)Nc1cccc(Cl)c1Cl (stereo not drawn)
→ 5, 3
CCOC(=O)c1cnc(SCC(=O)c2ccc(Cl)cc2)nc1N
→ -8, 5
COc1cc(NC2c3ccccc3C(=O)N2Cc2ccc3c(c2)OCO3)cc(OC)c1 (stereo not drawn)
→ -2, 0
Cc1ccc(S(=O)(=O)N(C)C)cc1NC(=O)COC(=O)Cc1ccc(Br)cc1
→ 3, -1
O=C(NCCCCCNC(=O)c1ccco1)c1ccco1
→ -3, 6
Cc1cccc(N(CC(=O)NCc2ccc3c(c2)OCO3)C(=O)CCC(=O)Nc2ccccn2)c1C
→ 6, 7
CCN(CC)C(=O)c1ccc(-c2cccs2)s1
→ 6, 2
Cc1cccc(N(C(=O)CNC(=O)c2ccco2)C(C(=O)NC2CCCC2)c2cccnc2)c1 (stereo not drawn)
→ -3, 2
CCOC(=O)c1cc(C#N)c(Oc2ccccc2OC)nc1-c1ccccc1
→ 3, 5
O=C(c1ccc2c(c1)OCO2)C1CCCN(Cc2cn[nH]c2-c2cccc(F)c2)C1 (stereo not drawn)
→ -8, 22
CC(C)(C)n1ncc2c(=O)n(CC(=O)N3CCCc4ccccc43)cnc21
→ 2, -4
COc1ccc(CC(=O)NNC(=O)c2ccncc2)cc1
→ -8, 3
Cn1c(-c2ccc(Cl)cc2)ccc(C#N)c1=O
→ 1, 6
Cc1ccc(C(C(=O)NC2CCCC2)N(Cc2cccnc2)C(=O)c2snc(C(N)=O)c2N)o1 (stereo not drawn)
→ 6, 10
COC(=O)CSc1nnc(-c2ccc(S(=O)(=O)N3CCC(C)CC3)cc2)o1
→ -10, 7
O=C(CSc1ccc(Cl)cc1)N1CCN(c2ncc(C(F)(F)F)cc2Cl)CC1
→ -20, -10
Cc1cc(Br)ccc1NC(=O)CNC(=O)Cn1ncc(Cl)c(Cl)c1=O
→ 56*, -11*
COc1ccc(N2CCN(C(=O)c3ccccc3N(C)S(=O)(=O)c3ccc(C)cc3)CC2)cc1
→ 17, -4
CC(C)CNC(=O)COC(=O)c1cc(Cl)cc(Cl)c1N
→ -4, -2
CCOc1ccccc1Nc1nc2ccccc2n1C(C)C
→ -19, -10
Cc1cc(NC(=O)C2CC2)ncc1NC(=O)C12CC3CC(CC(C3)C1)C2
→ 26, -15
Cc1ccc(S(=O)(=O)N2CCC3(CC2)OCCN3S(=O)(=O)c2c(C)cc(C)cc2C)cc1
→ -25, 3
C=CCNC(=O)c1c(CSc2ccccc2)noc1C(=O)NCc1ccccc1
→ 5, 46
CC(C)(C)C(=O)Nc1ncccc1C(O)c1cccc(C(F)(F)F)c1 (stereo not drawn)
→ -4, -2
C=Cn1cc(CNC[C@H]2O[C@@H](n3ccc(N)nc3=O)[C@H](O)[C@@H]2O)c(C)n1
→ 0, -3
CCCCCCOC(=O)CCc1c(C)nc(N)[nH]c1=O
→ 1, 4
CCOc1ccc(C(=O)NCC(=O)NCCCn2nc(C)cc2C)cc1OCC
→ 21, -3
COc1ccc(C(C)=O)cc1COC(=O)c1cccnc1SC
→ 1, -1
COc1ccc(C)cc1N(CC(=O)NCCN1CCOCC1)S(=O)(=O)c1ccccc1
→ 8, 0
COc1ccc(OC)c(S(=O)(=O)NCCCN2CCOCC2)c1
→ 23, -7
O=C(Nc1ccc2nsnc2c1)NC1CCCCC1
→ -2, 15
C[C@H](NC(=O)c1nc[nH]c1C(=O)NC1CCN(C(=O)OC(C)(C)C)CC1)C(=O)OCc1ccccc1
→ 2, -1
O=c1n(Cc2ccccc2Cl)nc2n1-c1ccccc1SC2
→ -13, 10
CC1(C)Cc2cccc(OCC(=O)OCC(=O)c3ccccc3)c2O1
→ -5, 2
Cc1cc2c(cc1S(=O)(=O)N(C)Cc1ccccc1)n(C)c(=O)c(=O)n2C
→ 4, -5
COc1ccc(NC(=O)CCc2ccccc2)cc1S(=O)(=O)N1CCOCC1
→ -1, -3
CC(=O)NS(=O)(=O)c1ccc(NC(=O)CC(C)c2ccccc2)cc1 (stereo not drawn)
→ 4, -9
OCCNCCOc1ccccc1F
→ 6, 4
O=S(=O)(c1ccccc1F)N1CCN(Cc2cc3c(cc2Br)OCCO3)CC1
→ -19, 80
Cn1c(-c2ccsc2)c(-c2cccs2)c2cc(Br)ccc21
→ -1, 8
O=C(NNC(=O)C1CCN(S(=O)(=O)c2cccc(Cl)c2)CC1)C1CC1
→ -6, 2
CCOc1ccc(Cc2onc3c2C(=O)CCC3)cc1OCC
→ 15, -18
C/C(=N\NC(=O)CC#N)c1cc2ccc(O)cc2oc1=O
→ 6, -4
CCOC(=O)CNc1c(-c2ccccc2)nc2ccc(Cl)cn12
→ -21, 5
O=Cc1ccc(O)c(O)c1
→ -3, 0
CCCc1cc(=O)[nH]c(SCC(=O)NC2CCCCCCC2)n1
→ -1, 6
CC1=C(C#N)C(Nc2cc(C)ccn2)(C(F)(F)F)C(=O)N1 (stereo not drawn)
→ -5, 5
Cc1c(NC(=O)c2cccc(NC(=O)Cc3ccccc3F)c2)c(=O)n(-c2ccccc2)n1C
→ 4, -2
CCn1c(SCC(=O)NCCc2ccccc2)nnc1C(C)C
→ 15, 5
COc1cscc1C(=O)O
→ 3, -4

# Following part
# Under each structure – H9c2 TAG inh, H9c2 TAG inh DAPI viability
CCN1C[C@@H]2[C@@H]3C(=O)N(C)C(=O)[C@@H]3[C@](Cc3ccccc3)(C1=O)N2C(=O)c1ccc(Cl)c(Cl)c1
→ -1, -4
CC(C)Oc1ccc(S(=O)(=O)N2CCOCC2)cc1NC(=O)CSC(=S)N1CCCC1
→ 8, -8
COc1cc(OC)cc(C(=O)N[C@H](C(=O)OCC(=O)Nc2sccc2C#N)C(C)C)c1
→ 3, -9
Nc1nc(SCc2ccccc2Cl)n[nH]1
→ -1, -15
CCCCCCN(C(=O)CCCN1C(=O)NC(c2ccc([N+](=O)[O-])cc2)C(C(=O)OCc2ccccc2)=C1C)C(C)C(=O)NCCCC (stereo not drawn)
→ 16, -12
CCN(CC)c1ccc(C=NNc2ccc([N+](=O)[O-])cn2)cc1
→ -63, -9
CCn1ncc(/C=N/NC(=O)c2ccc3c(c2)OCO3)c1C
→ 7, -12
CCS(=O)(=O)N1CCN(c2cccc(C)c2C)CC1
→ 4, -1
CN(Cc1ccccc1)C1(CNC(=O)CCC(F)(F)F)Cc2ccccc2C1
→ 3, -12
O=C(NCc1ccc(Cl)cc1)C1CCN(S(=O)(=O)c2ccc(F)cc2)CC1
→ -6, -12
CCOC(=O)[C@@H]1[C@H]2COc3cc(OC)ccc3[C@@H]2N2C(=O)N(c3ccc(F)cc3)C(=O)[C@@]12C
→ -7, -5
CC(C)(C)OC(=O)C[C@H]1C/C=C\C[C@@H](CC(=O)N[C@H](CO)Cc2ccccc2)C(=O)NC[C@H](c2ccccc2)OC1=O
→ 2, -8
Cc1cccc(NC(=S)N2CCN(c3ccccc3F)CC2)c1C
→ -2, 1
